NCOA3 inh – SRC3 coactivator transcriptional activity inhibitors, primary screen, cell-based, luminescence. HEK293 GAL4-SRC3 luciferase reporter. 360,000 tested, 0.17% active. AID 588352, 2011. inhibition, % at 3.6 µM;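 active = inhibition above a per-campaign cutoff, the mean of all compounds plus 3 SD, cut at about 60% in these data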;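 note: 0% = DMSO-treated cells and 100% = gossypol-treated cells at 36 µM; higher means less SRC3-driven luciferase light from the GAL4 reporter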
Target sequence (Q9Y6Q9 whole entry, looked up, the tested form may be a part): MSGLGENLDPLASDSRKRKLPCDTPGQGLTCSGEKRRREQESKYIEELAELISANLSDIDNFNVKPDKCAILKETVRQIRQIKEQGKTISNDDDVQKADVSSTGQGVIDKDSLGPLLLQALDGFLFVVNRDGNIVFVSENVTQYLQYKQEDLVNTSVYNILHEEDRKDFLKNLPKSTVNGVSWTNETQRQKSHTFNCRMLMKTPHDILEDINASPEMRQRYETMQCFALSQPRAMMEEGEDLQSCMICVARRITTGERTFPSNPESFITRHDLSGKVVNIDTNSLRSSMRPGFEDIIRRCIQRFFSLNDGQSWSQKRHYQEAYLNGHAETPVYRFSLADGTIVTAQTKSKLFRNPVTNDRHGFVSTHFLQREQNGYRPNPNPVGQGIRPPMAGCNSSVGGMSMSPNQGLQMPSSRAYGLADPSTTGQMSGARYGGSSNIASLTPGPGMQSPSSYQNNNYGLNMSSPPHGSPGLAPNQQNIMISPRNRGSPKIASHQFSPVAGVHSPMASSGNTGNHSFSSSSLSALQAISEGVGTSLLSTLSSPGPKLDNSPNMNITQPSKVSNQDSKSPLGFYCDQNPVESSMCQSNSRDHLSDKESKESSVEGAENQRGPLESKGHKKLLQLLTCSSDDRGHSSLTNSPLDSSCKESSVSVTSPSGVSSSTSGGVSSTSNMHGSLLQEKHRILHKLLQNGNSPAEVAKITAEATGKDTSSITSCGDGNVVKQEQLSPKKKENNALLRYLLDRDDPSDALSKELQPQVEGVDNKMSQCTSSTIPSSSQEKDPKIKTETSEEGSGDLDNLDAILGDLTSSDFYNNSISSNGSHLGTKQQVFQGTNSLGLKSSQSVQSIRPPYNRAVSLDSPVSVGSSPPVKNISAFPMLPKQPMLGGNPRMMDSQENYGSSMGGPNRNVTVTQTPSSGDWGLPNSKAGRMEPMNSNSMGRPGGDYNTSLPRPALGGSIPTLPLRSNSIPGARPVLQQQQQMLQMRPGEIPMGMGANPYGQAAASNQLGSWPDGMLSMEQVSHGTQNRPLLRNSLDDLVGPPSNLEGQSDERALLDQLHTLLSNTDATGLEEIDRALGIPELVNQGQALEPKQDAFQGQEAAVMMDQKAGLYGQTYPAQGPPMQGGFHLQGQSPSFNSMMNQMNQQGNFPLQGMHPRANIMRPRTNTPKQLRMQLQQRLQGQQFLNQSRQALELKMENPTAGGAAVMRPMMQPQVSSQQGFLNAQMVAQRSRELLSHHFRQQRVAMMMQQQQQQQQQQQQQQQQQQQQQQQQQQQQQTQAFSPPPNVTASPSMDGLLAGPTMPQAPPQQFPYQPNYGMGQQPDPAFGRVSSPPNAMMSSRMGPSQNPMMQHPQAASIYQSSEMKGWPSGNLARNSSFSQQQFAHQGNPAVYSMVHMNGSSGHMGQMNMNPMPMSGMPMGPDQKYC
MC4R antagonist – MC4R antagonists of cAMP signaling, primary screen, cell-based, TR-FRET, antagonist arm of biased-ligand search; 360,000 tested, 0.48% active; AID 540295, 2011; MC4R-expressing cells, MTII-stimulated cAMP, LANCE TR-FRET; inhibition, % at 6.5 µM;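 active = inhibition above its plate's cutoff, the mean of tested wells on that plate plus 3 SD, cut at about 29% in these data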;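 note: 0% = Melanotan II alone and 100% = Melanotan II plus saturating MCL0020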
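Material: human MC4R-expressing U2OS cells. Probe or stimulus: Melanotan II challenge. Dosing: 6.5 µM single dose. Times: 30-min compound, 1-h challenge, 1-h detection, room temperature. Technique: TR-FRET with Eu-cAMP and labeled anti-cAMP, 671 nm. Replication: singlicate.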
NOD2 RIPK2 PPI – NOD2-RIPK2 binding disruptors in cells, primary screen, fluorescence, CHO cells, BLA complementation. Receptor-interacting serine/threonine-protein kinase 2 (Homo sapiens), O43353. CCF4 ratio. inhibition, % at 4.98 µM. 360,000 tested, 0.38% active. AID 624267, 2012; in the data active = inhibition above about 21%;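 note: 0% = vehicle only and 100% = reference blocker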
SRC1 inh – SRC1 coactivator transcriptional activity inhibitors, primary screen, cell-based, luminescence | Nuclear receptor coactivator 1 (Homo sapiens), Q15788 | HEK293 GAL4-SRC1 luciferase reporter | inhibition, % at 3.6 µM | 360,000 tested, 0.12% active | AID 588354, 2011;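 active = inhibition above the campaign mean plus 3 SD, with each screening campaign given its own cutoff, cut at about 60% in these data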;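 note: 0% = DMSO treated cells and 100% = gossypol at 36 µM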
NCOA2 inhibitor – inhibition of GAL4-SRC2 driven luciferase reporter, primary screen, SRC2 inhibitor project, cell-based, luminescence | HEK293 GAL4-SRC2 luciferase reporter | inhibition, % at 9 µM | AID 651957, 2012 | Nuclear receptor coactivator 2 (Homo sapiens), Q15596 | 370,000 tested, 0.17% active;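 active = inhibition above the mean inhibition of all tested compounds plus 3 SD, set per campaign, cut at about 52% in these data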;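 note: 0% = DMSO treated cells and 100% = cells given Gossypol at 36 µM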
NR2F2 inh – NR2F2 transcriptional activity inhibitors, primary screen, cell-based, luciferase reporter, HEK293T, luminescence. COUP transcription factor 2 (Homo sapiens), P24468. 370,000 tested, 0.7% active. AID 686940, 2013. inhibition, % at 8.6 µM. HEK293T NGFI-A luciferase reporter;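 active = inhibition above a per-plate cutoff, mean inhibition of test wells between control levels plus 3 SD, cut at about 38% in these data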;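 note: cells cotransfected with COUP-TFII expression vector driving the NGFI-A reporter; 0% = median of COUP-TF2 test wells and 100% = reporter-only cells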
TLR9-MyD88 block – inhibitors of TLR9-MyD88 association in cells, primary screen, cell-based, CHO, BLA complementation, fluorescence; Toll-like receptor 9 (Homo sapiens) + Myeloid differentiation primary response protein …; CCF4 FRET ratio; inhibition, % at 4.98 µM; 340,000 tested, 0.21% active;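 active = inhibition above the mean over all tested compounds plus 3 SD, cut at about 21% in these data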;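 note: 0% = DMSO only wells and 100% = clavulanate BLA inhibitor control wells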
MC4R ag barr – MC4R agonists recruiting beta-arrestin, primary screen, cell-based, luminescence, agonist arm of biased-ligand search; Melanocortin receptor 4 (Homo sapiens), P32245; U2OS MC4R beta-arrestin complementation; percent of melanotan II response, DMSO zero; activation, % at 8.9 µM; 360,000 tested, 0.98% active; AID 540308, 2011;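 active = activation above a per-plate cutoff, the mean activation of sample wells on that plate plus 3 SD, cut at about 8% in these data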
LMP1 NFkB inh – EBV LMP1-driven NF-kappaB luciferase reporter inhibitors, primary screen, cell-based, luminescence, single point | 350,000 tested, 0.69% active | LMP1-induced NF-kappaB luciferase reporter cells | AID 504558, 2011 | inhibition, % at 12.5 µM; in the data active = inhibition above about 41%;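 note: 0% = neutral control wells and 100% = reference inhibitor control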
NR5A2 inv ag – LRH-1 (NR5A2) inverse agonists, primary screen, cell-based, luminescence, HEK293T, StAR-luciferase reporter; 360,000 tested, 0.13% active; LRH-1 transfected, 24 h; inhibition, % at 3.6 µM; Nuclear receptor subfamily 5 group A member 2 (Homo sapiens), O00482;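 active = inhibition above the mean inhibition of all tested compounds plus 3 SD, cut at about 73% in these data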;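 note: 0% = DMSO wells and 100% = reporter-only cells lacking LRH-1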
ABHD5 PLIN5 PPI – ABHD5-PLIN5 interaction inhibitors, primary screen, cell lysate, split luciferase complementation, luminescence | Perilipin-5 (Homo sapiens) + 1-acylglycerol-3-phosphate O-acyltransferase ABHD5 (Homo … | inhibition, % at 4 µM | 360,000 tested, 0.78% active | Split G. princeps luciferase complementation, 4 h;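 active = inhibition above the mean inhibition across every tested compound plus 3 SD, cut at about 22% in these data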;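 note: 0% = DMSO only wells and the 100% control is not disclosed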
Numbers without * were called inactive; · = not tested or not shown. The list is partial; the hit share may differ from the screen's.

SMILES	NCOA3 inh	MC4R antagonist	NOD2 RIPK2 PPI	SRC1 inh	NCOA2 inhibitor	NR2F2 inh	TLR9-MyD88 block	MC4R ag barr	LMP1 NFkB inh	NR5A2 inv ag	ABHD5 PLIN5 PPI
Cc1ccsc1/C=N/Nc1ccc(C(=O)O)cc1	-2	-4	-6	-36	31	17	3	-0.1	22	-34	4
c1ccc(CNc2nc3ccccc3n3cnnc23)cc1	-25	-18	-5	-23	-8	-6	6	-1.7	-7	-16	6
O=S(=O)(Nc1ccccc1Br)c1cccs1	4	12	3	-7	8	-6	4	-0.1	3	-15	-6
CCCCn1cnc2c(sc3nc4c(cc32)CSC(C)(C)C4)c1=O	-47	3	-11	-88	-40	-15	-18	-1.6	-52	-79	2
CN1CCC(N(C)C(=O)c2ccccc2Nc2ccc(SC(F)F)cc2)CC1	4	4	-6	-1	-8	-9	-10	1.6	-9	5	3
Cc1cc(OC(=O)c2ccc(S(=O)(=O)N(C)C)cc2)c([N+](=O)[O-])c(=O)[nH]1	-9	2	-4	-2	-7	10	-2	0.3	1	8	3
O=C(Cc1ccc(Br)cc1)c1ccc(O)cc1O	-49	-4	-11	-43	-25	-24	9	2.2	-15	-95	-7
CC1(C)Cc2nc3oc4c(N5CCOCC5)ncnc4c3cc2CO1	5	5	-2	-11	-6	-12	10	0.2	-1	1	2
CN(CC(=O)NCc1ccncc1)S(=O)(=O)c1cc(Cl)ccc1Cl	10	-7	4	-9	0	2	-6	1.6	-2	-8	-10
CCOC(=O)C1CCN(C(=O)Cn2cccc2C(=O)c2ccccc2)CC1	-12	5	0	-20	13	-10	-2	-0.9	8	-3	5
CS(=O)(=O)N(CCc1ccccc1)CC(=O)N1CCN(Cc2ccc3c(c2)OCO3)CC1	-1	2	-4	-1	0	2	-14	2.4	7	24	5
COc1ccc(C2c3c(ccc4ccccc34)Oc3ncn4nc(CO/N=C/c5ccccc5)nc4c32)cc1 (configuration not stated)	0	2	-10	-21	6	-7	5	-1.4	2	-13	8
Cc1cc(=O)[nH]c(SCCCOc2ccc(F)cc2)n1	12	3	-10	9	-11	13	-7	-0.9	4	9	0
CC(=O)C1=C(C)OC(N)=C(C#N)C1c1ccncc1 (configuration not stated)	0	3	-3	11	-45	-6	-16	-0.2	0	4	-2
CCN(CC)c1ccc(NC(=S)Nc2ccc(F)cc2)cc1	-41	2	-3	-63	-52	-13	-15	-1.4	-3	-116	-27
C=CCn1c(SCn2nnc3ccccc3c2=O)nnc1-c1ccc(F)cc1	16	8	-20	3	-17	6	-2	2.2	-6	9	7
Cc1cccc(OCC(=O)Nc2ccncc2)c1C	-10	0	-5	3	11	39*	4	0.2	1	46	1
N#C/C(=N\Nc1cccc(F)c1)C(=O)C1CC1	1	4	0	-7	-60	2	4	-1.2	-21	3	5
CCOC(=O)CSc1c(-c2cccs2)[nH]c2ccccc12	16	2	3	-4	-32	15	0	8.6*	-1	10	-14
Cc1cc([N+](=O)[O-])nn1CCCC(=O)O	4	7	4	6	-47	-13	-2	-0.2	3	10	2
CCOCCCNS(=O)(=O)c1ccc(NC(=O)CN2C(=O)c3ccccc3C2=O)cc1	18	4	10	-11	-4	2	-8	-3.9	4	0	-1
COC1CCCN(Cc2c(C(=O)N3CCc4ccccc4C3)nc3ccc(Cl)cn23)C1 (configuration not stated)	4	2	1	3	7	11	2	-2.0	3	16	2
COc1ccc2c(c1)OC(O)(C(F)(F)C(F)F)CC2=O (configuration not stated)	17	17	-12	9	3	9	8	3.9	2	-15	7
COc1ccc(CCNC(=O)C(C)SCC(=O)Nc2ccc(F)cc2)cc1 (configuration not stated)	13	16	1	-4	0	11	2	-0.9	-2	-10	-11
CN(C)S(=O)(=O)c1ccc(C(=O)NCCS(=O)(=O)N2CCN(c3ccc(F)cc3)CC2)cc1	-43	-3	-6	-1	-26	10	-15	-1.9	6	5	6
Cc1ccccc1NC(=O)Cc1nc(COC(=O)Cc2cccc(C(F)(F)F)c2)cs1	-2	-2	1	7	-7	26	0	4.2	1	2	-1
Cc1ccc2nc3ccc(N4CCCC4)nn3c(=O)c2c1	-80	-6	-3	-67	-20	-31	-7	-0.3	-18	-111	6
Cc1ccc(CONC(=O)c2ccccc2Cl)cc1	-11	6	0	-35	-3	-14	-4	-3.0	-5	-31	3
FC(F)(F)c1cc(-c2ccco2)nc(N2CCN(Cc3ccccc3)CC2)n1	-21	13	-1	1	16	7	-2	0.9	-14	-2	-16
CCOc1ccc(-n2nnnc2SCC(=O)Nc2ccc(NC(C)=O)cc2)cc1	-14	20	-2	9	-17	-18	5	0.4	-2	-9	-1
CNC(=O)c1cc(NC(=O)CCn2nc(-c3ccc(C)cc3)c3ccccc3c2=O)ccc1OC	1	1	9	18	17	-3	·	1.6	·	-25	1
CCCC(=O)Nc1ccc(-c2csc(N/N=C\c3ccncc3)n2)cc1	-3	11	4	-5	-17	-11	-3	19*	26	-37	7
Cc1cccc(NC(=S)N2CCC(C(N)=O)(N3CCCCC3)CC2)c1C	0	3	-7	-4	-46	-12	-9	-3.5	-2	2	1
COc1ccccc1C(=O)NCC(=O)NCC1(N2CCCCC2)CCCCC1	10	10	-10	-8	-1	1	4	-3.0	1	-1	-1
CC1SC(=S)N(c2ccc(N(C)C)cc2)C1=O (configuration not stated)	-6	6	8	-10	-23	-2	2	-0.1	5	-13	-33
Cn1nnnc1SCC(=O)Nc1nc2c(s1)CCCC2	-79	-2	0	-101	-33	-33	-1	-1.9	-3	-105	-6
CCOc1ccc(N=c2oc3cc(O)ccc3cc2C(=O)NCC2CCCO2)cc1 (configuration not stated)	2	-4	-15	4	-61	-14	-17	-2.6	-7	-12	-2
CC(C)COC(=O)N1CCCCC1c1cc(C(=O)NC(C)C)no1 (configuration not stated)	-5	-6	-8	-10	-16	-4	·	1.2	·	-4	-4
COC(=O)c1cccc(Nc2nc3ccccc3nc2C)c1	3	8	-8	4	-13	-11	-6	-1.8	4	15	9
C=CCn1c(SCc2cc([N+](=O)[O-])cc3c2OCOC3)nc2cc(C(=O)O)ccc2c1=O	1	15	-3	-18	-16	11	-11	0.8	1	-15	-8
C(=C\c1sc(Nc2ccccc2)n[n+]1-c1ccccc1)/c1ccccc1	-52	-7	0	-7	-33	-26	4	0.8	-2	-85	-4
O=C(/C=C/c1cccs1)NNC(=O)c1ccccc1	-46	12	-1	-46	-12	-29	-5	-2.3	-6	-12	-8
O=C(Nc1ccccc1[N+](=O)[O-])c1cccnc1Cl	15	3	-9	-16	2	5	4	-2.0	-17	-18	1
Cc1ccc(S(=O)(=O)N(C)C)cc1NC(=O)[C@H](Cc1ccccc1)N1C(=O)c2ccccc2C1=O	3	12	3	-4	7	2	0	-1.3	-3	-1	-17
CC(C)CC(=O)NC(=S)N1CCCCCC1	3	-2	2	-9	3	7	4	-1.3	8	5	-4
O=C(OCC(=O)N1CCCC1)c1c(Cl)ccc(Cl)c1Cl	10	-2	-14	5	9	10	-5	4.4	-10	19	-8
COc1ccc(-c2cc(=O)oc3c(C)c(OC(=O)c4cccs4)ccc23)cc1	15	17	-8	-3	4	2	-2	1.5	-12	2	-2
Nc1nonc1-c1nc2ccccc2n1CC(=O)Nc1ccccc1	17	-12	-7	13	1	25	-5	-1.3	-7	13	-3
C[C@H]1CN([C@@H](C)CO)C(=O)Cc2cc(NC(=O)C3CC3)ccc2O[C@H]1CN(C)Cc1ccc(Oc2ccccc2)cc1	-14	9	1	-12	-11	5	3	0.6	5	-3	-6
CCOc1ccc(C(=O)c2ccncc2)cc1	-2	-10	1	-23	-29	-24	2	4.0	-19	16	2
Cn1c(SCc2ccc([N+](=O)[O-])cc2)nc2c(c1=O)SCC2	14	-1	-3	-17	-18	-8	-5	-2.1	9	14	-9
Cc1ccc(C(=O)NC2CCN(C(=O)Nc3ccccc3)CC2)cc1	9	2	-10	-11	8	5	1	1.1	-4	14	5
O=C(CSC(=S)N1CCCCC1)c1c(F)cccc1F	-84	5	7	-136	-45	-48	-9	1.0	-14	-119	2
COc1ccc(C2C(C#N)=C(N)Oc3cc(C)[nH]c(=O)c32)c(OC)c1OC (configuration not stated)	12	-1	7	-12	-10	2	0	-0.6	10	7	-6
Cc1ccc(C)c(S(=O)(=O)N2CCCOC2CNC(=O)C(=O)NCCC2=CCCCC2)c1 (configuration not stated)	22	0	1	2	-8	4	8	-2.1	10	10	-2
CCCCc1c(O)c2cccc3c2n(c1=O)CCC3	1	12	2	-15	-16	15	·	-1.3	·	0	4
CCn1cc(/C=N\NC(=O)c2ccc3c(c2)c(C)c(C)n3Cc2ccccc2)c(C)n1	4	3	-2	0	5	-17	-3	0.5	6	3	2
O=C(O)CC12C[C@H]3C[C@@H](C1)CC(n1ncc(N4CCN(c5ccccc5)CC4)c(Cl)c1=O)(C3)C2	11	-1	7	7	-14	-10	5	0.3	-5	16	1
CN(Cc1ccccc1)C(=O)c1ccc(NC(=O)Cc2cccc(NC(=O)C3CCCN(C(=O)C4CCC4)C3)c2)cc1 (configuration not stated)	11	5	-11	-2	-6	15	-1	-2.1	-6	-8	5
CC(=O)COc1coc(CN2CCN(c3ccc(F)cc3)CC2)cc1=O	-10	-4	-2	10	-2	-15	-2	-0.5	3	11	11
O=C(Nc1ccccc1Cl)N1CCn2c(nc3ccccc32)C1	-2	3	-9	-26	-13	-5	-1	-1.7	7	-5	4
Cc1ccc(NC(=S)NNC(=O)c2cccc([N+](=O)[O-])c2)cc1Cl	7	-2	-2	-10	23	7	-4	-3.5	2	0	-9
Cc1cc(C)c(C)c(OCCCCN2CCCCC2)c1	-7	2	3	-11	-2	1	3	-0.5	4	1	-3
